Bioassay records from PubChem.
Pin1 inh = human Pin1 inhibition. Q13526. Pin1 FP peptide displacement, HiFluor488, 10 min. Potency, µM (series often up to 115 µM), inactives show at the top dose activity, negative = inhibition, most hits filed as inhibitors. hit rate 0.009% among 390,000. AID 504891; active = well fitted inhibition curve with a large enough effect in the polarisation, with a control signal flat, not every such curve was filed as active; inconclusive = small, poorly fitted or top-dose-only effect, or effect the other way, or a change in a side signal; inactive = no such curve, though single readings can be large or run the other way; the % refers to the polarisation; also: potency is read from the fitted curve at half-maximal effect; % is scaled to controls: 0 for no effect and ±100 for the full control effect
TrxR1 inh = inhibitors of rat thioredoxin reductase 1. AID 588453. O89049. Potency, µM (titrated, usually from 114 µM), for the others: at the highest dose activity change, negative = inhibition, actives largely listed as inhibitors. hit rate 1% among 390,000. recombinant rTrxR1, NADPH fluorescence consumption, selenite substrate; also: potency is read from the fitted curve at half-maximal effect; % is scaled to controls: 0 for no effect and ±100 for the full control effect; nearly all actives have a fitted effect of over 65% in size
Target sequence (O89049 whole entry, looked up): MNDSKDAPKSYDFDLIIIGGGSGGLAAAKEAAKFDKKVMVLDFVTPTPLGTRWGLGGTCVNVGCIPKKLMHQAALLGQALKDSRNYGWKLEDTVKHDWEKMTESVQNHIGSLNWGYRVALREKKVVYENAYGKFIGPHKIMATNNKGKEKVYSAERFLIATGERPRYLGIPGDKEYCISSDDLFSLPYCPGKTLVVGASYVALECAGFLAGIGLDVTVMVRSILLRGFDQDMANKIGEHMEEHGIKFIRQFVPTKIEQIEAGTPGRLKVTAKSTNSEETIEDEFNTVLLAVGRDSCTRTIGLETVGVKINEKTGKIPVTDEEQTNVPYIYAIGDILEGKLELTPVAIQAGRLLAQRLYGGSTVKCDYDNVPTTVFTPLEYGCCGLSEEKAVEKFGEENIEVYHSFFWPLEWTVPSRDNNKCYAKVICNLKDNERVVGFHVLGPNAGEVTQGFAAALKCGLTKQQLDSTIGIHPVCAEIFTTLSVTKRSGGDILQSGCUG
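Rat TrxR1 (90 nM in the dispensed reagent) was pre-reduced with 400 uM NADPH for 5 min at room temperature, then incubated with compound for 15 min. After 400 uM selenite was added, NADPH fluorescence (Ex 340/Em 450 nm) was followed for 8 min.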
PI4K2A inh = blocks human PI4K2A kinase activity. Q9BTU6. AID 1346378. hit rate 0.13% among 420,000. purified PI4K2A, ADP-Glo luminescence, 1 h; stronger effect = lower value. activity change, negative = inhibition, % at 76.9 µM; in the data active = activity change below about -50%; inconclusive = mostly about -30% to -49%;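 also: -100% = wells without enzyme as full effect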
Target sequence (Q9BTU6 whole entry, looked up): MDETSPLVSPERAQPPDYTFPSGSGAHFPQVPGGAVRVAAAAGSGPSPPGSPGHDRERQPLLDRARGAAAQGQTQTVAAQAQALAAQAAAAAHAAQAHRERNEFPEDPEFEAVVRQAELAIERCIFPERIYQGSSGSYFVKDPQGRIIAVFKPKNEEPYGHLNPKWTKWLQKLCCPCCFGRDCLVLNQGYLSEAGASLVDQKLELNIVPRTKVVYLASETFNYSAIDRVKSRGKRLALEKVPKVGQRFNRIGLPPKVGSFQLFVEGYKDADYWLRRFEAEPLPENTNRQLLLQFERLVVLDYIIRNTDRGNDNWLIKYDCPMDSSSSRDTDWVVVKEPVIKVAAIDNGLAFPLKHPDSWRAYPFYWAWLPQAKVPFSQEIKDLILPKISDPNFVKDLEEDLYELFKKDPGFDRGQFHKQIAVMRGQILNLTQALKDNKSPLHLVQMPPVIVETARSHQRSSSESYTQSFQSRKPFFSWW
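Compounds are screened against recombinant PI4K2A using PI as substrate and ATP, the latter dispensed at 300 microM. Reactions run one hour at ambient temperature before ADP-Glo detection; full inhibition defined by wells lacking enzyme.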
GLS inh = glutaminase GLS (human) inhibition; hit rate 0.21% among 410,000; GLS enzymatic activity, qHTS titration; Potency, µM (doses to about 45.5 µM), for the others: top-dose activity change, negative = inhibition, most hits filed as inhibitors; O94925; also: potency is read from the fitted curve at half-maximal effect; % is scaled to controls: 0 for no effect and ±100 for the full control effect
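hKGA in 45 mM KH2PO4 (pH 8.2), 0.02% Tween-20 with compound, then 1mM L-Glutamine (stock as added) plus glutamate oxidase/HRP/Amplex red coupling mix. Fluorescence read initially and after 30 min at RT; signal change reflects glutamate formation.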
Tb PGK inh = blocks T. brucei phosphoglycerate kinase; P07378; PGK/GAPDH coupled, Kinase-Glo luminescence, 60 min; Potency, µM (top dose mostly 57.5 µM), without a hit: top-dose activity change, negative = inhibition, actives largely listed as inhibitors; hit rate 0.043% among 380,000; also: potency is read from the fitted curve at half-maximal effect; % is scaled to controls: 0 for no effect and ±100 for the full control effect; nearly all actives have a fitted effect of over 60% in size
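Luminescent ATP detection (Kinase-Glo Plus) follows a 60-minute room-temperature incubation, with wells lacking PGK as controls. Buffer: 100 mM TEA (pH 7.6), 5 mM MgCl2, 0.01% Tween-20. Coupling enzyme GAPDH (100 nM final) supplies unstable 1,3-BPG in-well.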
mIDH1 inhibitor = blocks human mutant IDH1 R132H enzyme; AID 602179; Potency, µM (highest dose often 76.6 µM), for inactives: at the highest dose activity change, negative = inhibition, most hits filed as inhibitors; hit rate 0.093% among 390,000; IDH1-R132H enzyme, NADPH consumption, diaphorase/resazurin fluorescence; O75874; also: potency is read from the fitted curve at half-maximal effect; % is scaled to controls: 0 for no effect and ±100 for the full control effect; nearly all actives have a fitted effect of over 65% in size
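IDH1-R132H (0.5 ug/mL dispensed) in pH 7.5 Tris buffer was preincubated 30 min with compound, then given a substrate mix of 0.016 mM NADPH and 2 mM alpha-KG for 80 min at room temperature; remaining NADPH was read by diaphorase/resazurin fluorescence.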
TrxR1 substrate = is turned over as a substrate by rat TrxR1 | purified TrxR1 substrate turnover, NADPH consumption readout | Potency, µM (highest dose often 114 µM), for the others: at the top dose activity change, negative = substrate turnover | hit rate 0.01% among 390,000; also: potency is read from the fitted curve at half-maximal effect; % is scaled to controls: 0 for no effect and ±100 for the full control effect; nearly all actives have a fitted effect of over 50% in size
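Rat TrxR1, dispensed at 90 nM, was prereduced with 400 uM NADPH (final) for 5 min at ~22 deg C, then incubated with compound 15 min before 400 uM selenite. A first-read NADPH fluorescence drop versus no-compound background flagged substrates.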
HP1b chromo inh = inhibitors of HP1-beta chromodomain binding to methylated histone tails; P83916; AlphaScreen HP1-beta / biotin-H3K9me3 peptide binding; Potency, µM (top dose mostly 114 µM), inactives show at the highest dose activity change, negative = inhibition, usual class: inhibitors; hit rate 0.56% among 390,000; AID 540317; also: potency is read from the fitted curve at half-maximal effect; nearly all actives have a fitted effect of over 70% in size; inactives centre near 23
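HP1-beta protein (50 nM final) preincubated 30 min at room temperature with biotinylated H3(1-18)K9me3 peptide (50 nM) in PBS pH 7.4, 0.01% Tween-20, then compound added for 30 min. AlphaScreen streptavidin donor/nickel chelate acceptor beads (10 ug/mL final), 30 min dark, luminescence read.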
USP1 inh = inhibitors of human USP1/UAF1 deubiquitinase. O94782. Potency, µM (top dose mostly 57.1 µM), without a hit: at the top dose activity change, negative = inhibition, hits mostly inhibitors. recombinant USP1/UAF1, Ub-Rhodamine cleavage fluorescence. hit rate 0.23% among 390,000; also: potency is read from the fitted curve at half-maximal effect; % is scaled to controls: 0 for no effect and ±100 for the full control effect; nearly all actives have a fitted effect of over 60% in size; inactives centre near -12
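USP1/UAF1 complex at 1 nM was preincubated with compound for 15 min at room temperature, then Ub-Rho substrate (150nM final) was added. Fluorescence (480/540 nm) was read kinetically, 6 reads every 60 seconds.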
An asterisk follows results filed as active; i = inactive; ? = inconclusive; . = not tested or not shown; & = joins results of further samples; [ ] = another dose, or the depositor's remark. Unless noted, calls follow the shape of the dose curve; as a rule, active = well fitted curve in the direction sought with a large enough effect; inconclusive = small, poorly fitted or top-dose-only effect, or another doubt; inactive = no such curve, though single readings can be large; an effect the other way counts as inactive or inconclusive.

PI4K2A inh	HP1b chromo inh	TrxR1 substrate	USP1 inh	GLS inh	Tb PGK inh	Pin1 inh	mIDH1 inhibitor	compound	TrxR1 inh
3	44%[activator]	-9%	-16%	-7%	i	0%	0%	Cc1ccc(NC(=O)C(=O)NCC(c2cccnc2)N2CCN(C)CC2)cc1 (configuration not stated)	9%
-4	8%	-6%	-2%	-8%	-8%	0%	1%	Cc1occc1C(=O)N1CCN(c2ccccc2)CC1	-8%
5	47%[activator]	-5%	-16%	1%	0%	2%	1%	O=C(CNC(=O)c1ccc2c(=O)n3c(nc2c1)CCC3)Nc1ccc(F)c(F)c1	1%
12	22%	-5%	-13%	9%	4%	-5%	0%	COc1ccc2c(c1)[nH]c1c(=O)n(CCC3=CCCCC3)cnc12	-7%[0.457 µM]
-4&-2&-1	11%	-2%[57.1 µM]	14%	16%&8%	1%	4%	5%	CCN(CC)CCOC(=O)C1(C2CCCCC2)CCCCC1	-11%[57.1 µM]
7	29%	14%[57.1 µM]	-7%	12%	9%	0%	-1%	CCn1c(SCc2nc3ccccc3[nH]2)nnc1-c1ccccc1OC	18%[57.1 µM]
4	14%	0%[57.1 µM]	-5%	-2%	5%	2%	0%	Cc1cccc(NC(=O)COC(=O)CC2CCCC2)c1C	3%[57.1 µM]
3	42%[activator]	4%	-13%	-1%	-1%	1%	8%	COc1ccc(Cn2c(=O)cc(C)[nH]c2=S)cc1	10%
0	46%[activator]	-8%	-20%	-11%	i	4%	15%	Cc1ccc([N+](=O)[O-])c(C(=O)N/N=C/c2cccs2)c1	11%
3	37%	-1%	-13%	5%	4%	1%	0%	CC(Oc1cccc(Br)c1)C(=O)N1CCCN(C)CC1 (configuration not stated)	-10%
6	20%[57 µM]	-2%[2.29 µM]	7%	-3%	-6%	?	-7%	CC(=NNC(=O)c1ccncc1)c1ccc(Cl)c(Cl)c1	9%[57.1 µM]
-16	42%[activator]	-5%	?	9%	-10%	22%	8%	O=C(CSc1cnc2ccccc2n1)c1ccc(F)cc1	-3%
0	43%[activator]	6%	-15%	0%	3%	5%	-6%	CCCc1cc(SCC(=O)Nc2c(C)n(C)n(-c3ccccc3)c2=O)n2c(nc3ccccc32)c1C#N	-5%
-7	57%[activator]	-2%	-14%	1%	.	0%	-2%	CC(=O)C(Sc1ccc2nnc(-c3cccnc3)n2n1)C(C)=O	13%
4	9%	5%	-10%	4%	1%	-1%	3%	CCOC(=O)c1c[nH]c2ccc([N+](=O)[O-])cc12	12%
-3	65%[activator]	86%[activator]	-25%	-2%	-1%	?	-3%	CCCCn1c(N)c(S(=O)(=O)c2ccc(C)cc2)c2nc3ccccc3nc21	11%
23	8%	-11%	?	-17%	-1%	60%[activator]	?	O=[N+]([O-])/C=C/c1cn(Cc2ccc(Cl)cc2)c2ccccc12	?
-7	10%[57 µM]	1%	-1%	-1%	8%	-3%	4%	Cc1ccc2cc(CN(CC(C)C)S(=O)(=O)c3ccccc3)c(=O)[nH]c2c1	1%
7	25%	5%	-18%	-17%	-11%	-3%	-9%	Cc1ccc(C(=O)N2CCCCC2)cc1S(=O)(=O)N1CCCCCC1	32%
3	17%	-8%	-19%	0%	6%	-1%	1%	CC(OC(=O)Cc1cccc(C(F)(F)F)c1)C(=O)Nc1ccc(Cl)cn1 (configuration not stated)	3%
0	6%	16%	2%	13%	4%	-1%	5%	Cc1c(C(=O)Nc2cccc(Cl)c2)cn2c(nc3ccccc32)c1C#N	0%
2	-4%	0%	-15%	-5%	-1%	10%	2%	CCn1ncc(Cl)c1C(=O)NC(=S)Nc1c(C)cc(C)cc1[N+](=O)[O-]	?
3	20%	-13%	2%	20%	-5%	1%	3%	CCc1n[nH]c(=S)n1/N=C/c1cc(Br)c(OC)cc1OC	-24%
-3	40%[activator]	2%	-16%	21%	0%	?	-3%	CCN(CC)c1ccc(/C=N/NC(=O)c2cnccn2)c(O)c1	12%
0	34%[activator]	-4%	-13%	0%	1%	26%	10%	CCOC(=O)Cn1c(=O)oc2cc(S(=O)(=O)N3CCN(c4ccccc4F)CC3)ccc21	2%
-1	34%	-3%	-20%	2%	i	-1%	2%	Cc1cc(NC(=O)C(C)SCC(=O)N(C)Cc2ccccc2F)no1 (configuration not stated)	-8%
-10	31%	1%	-7%	-5%	i	2%	11%	Cc1cc(=O)[nH]c(SCc2nnc(-c3ccccc3)o2)n1	-15%
-14	-8%	3%	-15%	0%	10%	-1%	-11%	Cc1ccc2sc(NNC(=O)C3=COCCO3)nc2c1C	8%
6	53%[activator]	4%	-5%	0%	i	-3%	9%	COc1ccc(-c2noc(CN(C(=O)c3cccs3)C(C)C)n2)cc1	6%
1	28%	0%[57.1 µM]	-12%	-4%	1%	63%[activator]	-4%	Cc1c(C)n(Cc2ccccc2)c2ccc(C(=O)N3CCN(c4ccccc4F)CC3)cc12	14%[57.1 µM]
1	38%	4%	-25%	-7%	-7%	-2%	0%	Cc1ccc(-c2cc(C(=O)N3CCC(C)CC3)c3ccccc3n2)cc1	7%
0	30%	-13%	1%	-1%	0%	1%	-9%	O=C(NC1CCCN(CCc2ccccc2)C1)c1c[nH]c2ccccc12 (configuration not stated)	-17%
-6	22%	-7%[11.4 µM]	-17%	-6%	4%	-11%	0%	O=C(O)c1cncc(C#Cc2ccccc2)c1	-13%[11.4 µM]
0	41%[activator]	4%[57.1 µM]	-9%	13%	5%	5%	3%	CN(c1ccccc1)S(=O)(=O)c1ccc(Cl)c(C(=O)OCC(=O)NC2CCS(=O)(=O)C2)c1 (configuration not stated)	11%[57.1 µM]
-3	11%	5%[57.1 µM]	-26%	14%	6%	4%	0%	CN1CCN(c2ncc3c(n2)CCN(Cc2ccc(Br)s2)C3)CC1	9%[57.1 µM]
-9	42%[activator]	-20%[57.1 µM]	-24%	12%	i	-2%	5%	N#CSC(c1ccccc1)c1nc2ccccc2[nH]c1=O (configuration not stated)	14%
-7	80%[activator]	-12%	-13%	0%	-3%	?	0%	N/C(=N\S(=O)(=O)c1cc(C(F)(F)F)cc(C(F)(F)F)c1)c1ccc(Cl)cc1	12%
5	34%	7%	-22%	-8%	-3%	3%	-9%	Cc1ccc(C)c2[nH]c(=O)c(CCNC(=O)c3ccc(S(=O)(=O)N4CCCC4)cc3)cc12	24%
-1	22%	-6%	-17%	-2%	0%	5%	-5%	COC(=O)c1c(NC(=O)C(=O)N2CCOCC2)sc2c1CCCC2	17%
-2	12%	-1%	-2%	-3%	i	1%	-5%	COc1ccc(CC(=O)Nc2nc3c(s2)CC(C)CC3)cc1 (configuration not stated)	35%
-5	-2%	-8%	-15%	-12%	-5%	-5%	-22%	CCc1ccc(NC(=O)CC2C(=O)N(c3ccc(Cl)cc3)C(=O)N2Cc2ccco2)cc1 (configuration not stated)	11%
2	7%[57 µM]	-6%[57.1 µM]	-14%	-5%	i	1%	-5%	COc1ccc(N2CCN(S(=O)(=O)CCNC(=O)Cc3ccc(-c4ccccc4)cc3)CC2)cc1	12%[57.1 µM]
2	26%[57 µM]	-2%	-21%	-4%	5%	-1%	3%	CN(C(=O)COC(=O)c1ccccc1C(=O)N(C)c1ccccc1)c1ccccc1	8%
-1	51%[activator]	-3%	-10%	1%	-8%	-9%	1%	O=C(NCCSc1ccccc1)c1ccccc1	-6%
-4	13%	-6%	-15%	-7%	i	16%	7%	COc1ccc(NC(=O)CN(C)C(=O)CCC(=O)c2ccc(C)cc2)cc1	-15%
-2	43%[activator]	1%	-11%	-2%	i	-13%	-4%	O=C(Nn1cnnc1)c1cc(Cl)ccc1Cl	19%
2	-19%	3%[57.1 µM]	-7%	10%	-6%	-9%	-5%	COC(=O)COc1ccc2cccc(-n3cnnn3)c2c1	9%[57.1 µM]
3	-13%	5%	-20%	1%	0%	-2%	6%	Cc1ccc(-c2nnc(CCC(=O)N(C)Cc3nccs3)o2)s1	10%
-2	38%	3%[57.1 µM]	-17%	2%	0%	-1%	-1%	COC(=O)c1cc(NC(=O)c2cccnc2)ccc1N1CCOCC1	5%[57.1 µM]
3	45%[activator]	0%[57.1 µM]	-13%	-4%	4%	1%	6%	COc1ccc(C(=O)NC2CCCc3ccccc32)cc1Br (configuration not stated)	23%[57.1 µM]
2	41%[activator]	6%	-22%	2%	-3%	0%	0%	COc1ccc(CN2CCNC(=O)C2CC(=O)O)c(OC)c1 (configuration not stated)	?
-3	19%	-8%	-8%	2%	-2%	0%	0%	CCN(CC(=O)Nc1ccccc1C(F)(F)F)C(=O)CN1C(=O)NC(C)(c2ccccc2)C1=O (configuration not stated)	-4%

Shown as tab-separated lines: part of the list above.
SMILES	PI4K2A inh	HP1b chromo inh	TrxR1 substrate	USP1 inh	GLS inh	Tb PGK inh	Pin1 inh	mIDH1 inhibitor	TrxR1 inh
COc1ccc(C(=O)NC2CCCc3ccccc32)cc1Br (configuration not stated)	3	45%[activator]	0%[57.1 µM]	-13%	-4%	4%	1%	6%	23%[57.1 µM]
COC(=O)c1cc(NC(=O)c2cccnc2)ccc1N1CCOCC1	-2	38%	3%[57.1 µM]	-17%	2%	0%	-1%	-1%	5%[57.1 µM]

The list is partial, so the mix of outcomes need not match the whole.
